Source: PubChem BioAssay
OX1R antag-1: human HCRTR1 antagonism; O43613; inhibition, % at 5 µM; actives 0.43% (n = 330,000); CHO/OX1R cells, Fluo-8 calcium fluorescence, orexin A; AID 434989;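 active = inhibition above its plate's threshold, mean inhibition of all tested compounds on the plate plus 3 SD, cut at about 37% in these data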;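 also: 0% = orexin A challenge wells and 100% = SB-334867-A antagonist wells; not every result past the cut was called active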
Target sequence (O43613 whole entry, looked up): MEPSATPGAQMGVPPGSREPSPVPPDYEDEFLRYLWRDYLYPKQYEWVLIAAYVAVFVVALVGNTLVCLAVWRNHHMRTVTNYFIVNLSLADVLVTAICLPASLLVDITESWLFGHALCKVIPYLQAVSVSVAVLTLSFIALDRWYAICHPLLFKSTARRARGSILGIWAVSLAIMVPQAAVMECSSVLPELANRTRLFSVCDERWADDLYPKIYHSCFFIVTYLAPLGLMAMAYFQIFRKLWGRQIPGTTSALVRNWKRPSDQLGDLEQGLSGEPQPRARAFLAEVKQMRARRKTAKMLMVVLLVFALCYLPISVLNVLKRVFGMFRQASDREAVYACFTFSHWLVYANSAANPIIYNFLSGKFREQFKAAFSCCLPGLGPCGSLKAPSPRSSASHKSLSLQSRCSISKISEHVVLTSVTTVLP
OX1R antag-2: OX1R (human) antagonism; OX1R-expressing cells, FRET antagonist read-out; inhibition, % at 6.6 µM; actives 1.8% (n = 330,000); AID 485270; in the data active = inhibition mostly above about 38%, no sharp cut-off; inactive = mostly below about 40%;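 also: 0% = agonist challenge alone and 100% = reference antagonist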
The depositor's hits bear a star.

SMILES	OX1R antag-1	OX1R antag-2
O=[N+]([O-])c1cc(CS(=O)(=O)Oc2ccc(Cl)cc2)c(O)c([N+](=O)[O-])c1	-5	35
CC1(c2nnc(-c3ccc(Cl)cc3)o2)CC(c2c(Cl)cccc2Cl)=NO1 (centres undefined)	-22	28
CC1CCC2(CC1)NC(=O)N(CC(=O)Nc1ccc3[nH]c(=O)[nH]c3c1)C2=O (centres undefined)	0	14
COc1cccc(-c2c(-c3cc(OC)cc(OC)c3)n(C)c3ccc(-c4ccc(OC)nc4)cc23)c1	-15	4
CC(Oc1ccc(F)cc1)C(=O)Nc1cccc(-c2nn[nH]n2)c1 (centres undefined)	-6	-4
Cc1nn(-c2ccccc2)c(Cl)c1/C=N/NC(=O)CNC(=O)c1ccccc1Cl	-30	20
CCC(=O)Nc1ccccc1C(=O)OCC(=O)Nc1ccc(S(N)(=O)=O)cc1	13	-3
CC(C)c1ccc(O)c(NC(=O)c2cncc(Br)c2)c1	-5	12
OCCNc1nc(Nc2cc(Cl)ccc2OC2CCCC2)nc(N2CCCC2)n1	-26	16
CC(C)(C)C(=O)Nc1nnc(COc2ccc(Cl)cc2)s1	-42	8
Cc1ccnc(NC(=O)c2cccc(S(=O)(=O)N3CCOCC3)c2)c1	-15	3
CCOCCCNC(=O)C1CCCN1C(=O)NC1CCCCC1 (centres undefined)	-9	7
O=C(CCN1C(=O)C2C3CCC(C3)C2C1=O)Nc1ccccc1Cl (centres undefined)	-3	2
NC(=O)C1CCCN(C(=O)c2cccc(S(=O)(=O)N3CCCCCC3)c2)C1 (centres undefined)	-3	-2
COc1cccc(NC(=O)Nc2ccc3c(c2)N(C)C(=O)CS3)c1	3	82*
COc1cccc(-n2c(=O)c3sccc3n(CC(=O)NC3CCCCC3)c2=O)c1	6	12
Oc1ccc(/C=N/Nc2ncnc3nc[nH]c23)cc1	-4	13
Cc1ccc(C(=O)O[C@H](C(=O)O)[C@H](OC(=O)c2ccc(C)cc2)C(=O)O)cc1	5	10
Cc1ccc2nc(NC(=O)Cc3cccs3)sc2c1	-22	6
Cc1ccc(S(=O)(=O)NCC(=O)NC2CC2)cc1	2	25
O=C(NCc1ccncc1)Nc1ccccc1Cl	-23	7
CCOC(=O)NC(=O)/C(C=Nc1ccc(Cl)c(Cl)c1Cl)=C(\C)O	-9	10
COc1ccccc1-n1c(CNC(=O)c2ccc(S(=O)(=O)N3CCOCC3)cc2)n[nH]c1=S	-1	5
CCn1c(CCNC(=O)c2ccc(Cl)cc2Cl)n[nH]c1=S	-7	11
Nc1nnc(SCC(=O)NNC(=O)c2ccc(Cl)cc2)s1	2	6
CC(NC(=O)COC(=O)C1CC1C)c1cccc(Cl)c1 (centres undefined)	1	3
Cc1cccc(C)c1NC(=O)Cn1c(=O)c2cccn2c2ccccc21	-5	48
COCC(C)NC(C(=O)Nc1ccc(Cl)c([N+](=O)[O-])c1)c1ccccc1 (centres undefined)	-18	11
CCOC(=O)C1Nc2ccc(C(=O)O)cc2C2C=CCC12 (centres undefined)	6	6
COc1ccc(C(=O)NCCC(C)C)cc1S(=O)(=O)N1CCOCC1	-22	9
COc1ccc(NS(=O)(=O)c2cc(NC(=O)COc3ccccc3)ccc2N2CCOCC2)cc1	22	8
Cc1c(C(=O)N/N=C/c2ccccn2)nnn1-c1nonc1N	1	4
CCc1cc(C)cc(OCCNC(=O)c2ncn[nH]2)c1	-12	11
COc1ccc(NC(=O)CNC(=O)C2CCCCC2)cc1OC	2	3
CNC(=O)c1cc(C(=O)c2ccccc2Br)c[nH]1	-10	8
Cc1ccccc1Oc1ncnc2oc(-c3ccccc3)cc12	-33	22
CCCCn1c(C23CC4CC(CC(C4)C2)C3)n[nH]c1=S	-6	8
COc1ccc2[nH]c(C)c(CCN3C(=O)OC(C)(C)C3(C)O)c2c1 (centres undefined)	-1	2
COCCNC(=O)C1CC(c2cccc(OC)c2)=NO1 (centres undefined)	-4	-1
COc1ccc(Nc2nc(N)nc(CSc3nncn3C)n2)cc1	8	0
Fc1ccccc1/C=N/Nc1nc(N2CCCCC2)nc(N2CCCCC2)n1	-12	5
Cc1ccc(C(=O)Nc2cccc(C(F)(F)F)c2)cc1Nc1ncnc2nc[nH]c12	-13	15
Cn1c(O)c(N=NC(=O)CNC(=O)c2ccccc2)c2cc(Br)ccc21	-31	59
Cn1c(N)c(C(=O)COC(=O)c2cccc(S(=O)(=O)N3CCCCC3)c2)c(=O)n(C)c1=O	-23	9
CN=c1sc(C(=O)Nc2cccc(Cl)c2)cc(=O)n1C	10	3
CC1Cc2ccccc2N1S(=O)(=O)c1cccc(C(=O)NCc2ccncc2)c1 (centres undefined)	3	11
COc1ccc(NC(=O)c2c(-c3ccccc3)noc2C)c(OC)c1	-26	16
CCc1ccc(-c2cc(C(=O)NCCCn3ccnc3)c3ccccc3n2)s1	-34	22
Cc1ccc(C)c(COC(=O)c2cc(S(=O)(=O)N3CCCCC3)ccc2N2CCOCC2)c1	-19	10
CCOC(=O)C1CCN(C(=O)N(C)C)CC1	3	8
O=C(CCCl)N1CCCC2(CCCCC2)C1	-9	18
Cc1cc(C(=O)NNC(=O)c2ccccc2O)c(C)o1	7	1
CCCOC1CCCN(C(=O)c2cc(COc3ccc(F)c(F)c3)on2)C1 (centres undefined)	1	-4
COC(=O)c1c(C)[nH]c(C(=O)OC(C)C(=O)N(C)C2CCCCC2)c1C (centres undefined)	-19	20
Cc1cc(N2C(=O)C3C4C=CC(C4)C3C2=O)no1 (centres undefined)	-1	11
Cc1ccc(NC(=O)C(C)OC(=O)/C=C/c2ccccc2)cc1 (centres undefined)	-12	28
Cc1ccc(S(=O)(=O)/N=c2\ccc(Cl)cn2C(F)F)cc1	-31	11
O=C(NCc1cccnc1)c1cccc2c1C(=O)N(Cc1cccnc1)C2	-30	6
COc1cccc(C(=O)Nc2ccc(-n3nncc3C(C)(C)C)cc2)c1	-8	20
O=C(NCC(c1ccco1)N1CCOCC1)C1CCCCC1 (centres undefined)	-10	16

One compound at a time, from the list above. Order of values: OX1R antag-1, OX1R antag-2
CCOC(=O)C1CCN(C(=O)N(C)C)CC1 reads 3, 8
O=C(NCc1cccnc1)c1cccc2c1C(=O)N(Cc1cccnc1)C2 reads -30, 6
CCCOC1CCCN(C(=O)c2cc(COc3ccc(F)c(F)c3)on2)C1 (centres undefined) reads 1, -4

(cont.)
SMILES	OX1R antag-1	OX1R antag-2
CCOC(=O)N1CCN(C(=O)C(=O)N/N=C/c2ccc(OC)cc2OC)CC1	-14	7
Cc1ccc(-c2nc(NCc3ccco3)n(S(C)(=O)=O)n2)cc1	-37	11
CC1=CC(C)(C)Nc2ccc(OC(=O)CN3C(=O)CCC3=O)cc21	0	24
COc1ccc(OC)c(NC(=O)C2CCCN(S(=O)(=O)c3c(C)noc3C)C2)c1 (centres undefined)	-8	31
CN(C)CCCOc1ccc2c(c1)Sc1ccccc1CC2=O	-10	40
CCN(CC)Cc1csc2ccc(Br)cc12	-30	7
CC(=O)Nc1ccc(NC(=O)Cn2c(=O)n(-c3ccccc3)c(=O)c3oc4ccccc4c32)cc1	-15	7
FC(F)(F)c1ccnc(Sc2n[nH]c(C(F)(F)F)n2)c1	-6	10
Cc1ccc(C(=O)OC2CCN(c3ccc([N+](=O)[O-])cc3)CC2)cc1	-4	13
O=C(Nc1nccs1)C1CCN(S(=O)(=O)c2ccccc2)CC1	17	13
O=C1c2ccc([N+](=O)[O-])cc2C(=O)N1CNc1ccccn1	-6	61*
O=S(=O)(NCCOCCNS(=O)(=O)c1ccccc1)c1ccccc1	-5	8
CCOc1ccc(S(=O)(=O)NCc2ccccn2)cc1NC(=O)c1ccccc1F	-22	12
O=C(CSc1c2c(nc3cc(Cl)ccc13)CCCC2)NCCCN1CCOCC1	-35	14
O=C(CCc1nnc(Cc2cccc(C(F)(F)F)c2)o1)NCCc1ccccc1F	-32	17
CCC(=O)NC(=S)NNC(=O)c1ccc([N+](=O)[O-])cc1	-1	35
CCCCN(CC(=O)Nc1c(C)cccc1CC)C(=O)SCC	-10	23
CC(C)(C)C1CCC(OC(=O)CN2CCOCC2)CC1 (centres undefined)	-7	10
COc1ccc(C(=O)OCC(=O)NC2CCCC2)cc1OC	-8	11
COc1cccc(-c2nc(CS(=O)CC(=O)NCc3ccccc3)c(C)o2)c1 (centres undefined)	-25	12
COc1ccc(/C=C2\SC(c3ccc(C)cc3)=NC2=O)cc1OC	-19	7
NC(=O)C1CC(O)CN1c1nc(CN2CCOCC2)nc2scc(-c3ccccc3)c12 (centres undefined)	0	6
CN(C)C(=S)SCCn1c(N)nc(N(C)C)nc1=O	2	-5
CCCCOc1ccc(C(O)C(CN2CCCCC2)c2ccccc2)cc1 (centres undefined)	-42	11
CCCOc1ccccc1N1C(=O)CC(N(O)c2ccccc2)C1=O (centres undefined)	-24	12
CCN(CC)CCn1c(=S)[nH]c2ccc(Br)cc2c1=O	-24	-1
CCOc1ccc(NC(=O)c2nnn(CC(=O)Nc3ccccc3OCC)c2N)cc1	-6	5
Cc1c(O)c2cccnc2[nH]c1=O	2	16
CCOC(=O)CCC(NC(=O)c1cncc(O)c1)C(=O)OCC (centres undefined)	-5	10
CCOC(=O)c1sc(NC(=O)C(OC(C)=O)c2ccccc2)nc1C (centres undefined)	-28	23
O=C(Nc1ccc(Oc2ccccc2)nc1)C1CCCCN1Cc1ccc(O)cc1 (centres undefined)	-15	21
CCc1ccc(-n2c(=O)c3c(C)c(C(=O)N(C)C)sc3n(CC(=O)NCC3CCCO3)c2=O)cc1 (centres undefined)	-14	2
NC(=O)c1nsc(C(=O)N(Cc2cccnc2)C(C(=O)NCc2ccc(F)cc2)c2ccc(F)cc2)c1N (centres undefined)	-13	9
Cc1ccccc1N(C(=O)c1cccs1)c1nc2ccccc2s1	-24	29
O=C(NCc1ccco1)c1cccc(S(=O)(=O)N2CCN(Cc3ccccc3)CC2)c1	-23	12
O=C(NCC1CCCO1)c1cc2c(s1)CCCC2 (centres undefined)	11	2
CCCCOc1ccc(CNC(=O)NS(=O)(=O)c2ccc(OCC(C)C)cc2)cc1	-6	11
COc1ccc(CN2C(=O)C(C)Nc3ncnc(N4CCOCC4)c32)cc1 (centres undefined)	-18	5
Cc1nc2ccc([N+](=O)[O-])cc2s1	-16	32
CC1CC(=O)N(CC(=O)Nc2ccc3c(c2)OCCO3)c2ccccc2S1 (centres undefined)	-13	12
O=C(O)CN1C(=O)/C(=C/c2cccc(Cl)c2)Oc2ccccc21	32	77*
Cc1cc(C)c(S(=O)(=O)Nc2ccc(O)cc2)c(C)c1	-11	15
CC(=O)Nc1ccc(C(=O)NNC(=O)C2C3CCCCC32)cc1 (centres undefined)	-15	28
CC(C)CC1(C(=O)NCCc2c[nH]c3ccccc23)C=CCN1C(=O)c1ccccc1 (centres undefined)	-19	27
O=C(NCCCN1CCOCC1)c1cc(S(=O)(=O)N2CCOCC2)c(Cl)cc1Cl	-19	-1
COc1cccc(CNC(=O)c2cccc(NC(=O)CC3SC(N4CCCCC4)=NC3=O)c2)c1 (centres undefined)	-11	2
CCN(CC)S(=O)(=O)c1ccc(NC(=O)c2ccc(N(C)S(C)(=O)=O)cc2)cc1	-6	17
CSCCC(NC(=O)c1ccccc1Cl)C(=O)NCCOc1ccccc1 (centres undefined)	-24	28
CCc1ccc(NC(=O)c2ccccc2Br)cc1	-26	26
Cc1ccc(Sc2ncccc2C(=O)NC2CCCCCC2)cc1C	-14	3
COCCn1c(SCC(=O)N(C)C2CCS(=O)(=O)C2)nc2ccccc2c1=O (centres undefined)	-9	12

Of the compounds above, 15 contain an NH in an aromatic ring.
SMILES	OX1R antag-1	OX1R antag-2
CC1CCC2(CC1)NC(=O)N(CC(=O)Nc1ccc3[nH]c(=O)[nH]c3c1)C2=O (centres undefined)	0	14
CC(Oc1ccc(F)cc1)C(=O)Nc1cccc(-c2nn[nH]n2)c1 (centres undefined)	-6	-4
Oc1ccc(/C=N/Nc2ncnc3nc[nH]c23)cc1	-4	13
COc1ccccc1-n1c(CNC(=O)c2ccc(S(=O)(=O)N3CCOCC3)cc2)n[nH]c1=S	-1	5
CCn1c(CCNC(=O)c2ccc(Cl)cc2Cl)n[nH]c1=S	-7	11
CCc1cc(C)cc(OCCNC(=O)c2ncn[nH]2)c1	-12	11
CNC(=O)c1cc(C(=O)c2ccccc2Br)c[nH]1	-10	8
CCCCn1c(C23CC4CC(CC(C4)C2)C3)n[nH]c1=S	-6	8
COc1ccc2[nH]c(C)c(CCN3C(=O)OC(C)(C)C3(C)O)c2c1 (centres undefined)	-1	2
Cc1ccc(C(=O)Nc2cccc(C(F)(F)F)c2)cc1Nc1ncnc2nc[nH]c12	-13	15
COC(=O)c1c(C)[nH]c(C(=O)OC(C)C(=O)N(C)C2CCCCC2)c1C (centres undefined)	-19	20
FC(F)(F)c1ccnc(Sc2n[nH]c(C(F)(F)F)n2)c1	-6	10
CCN(CC)CCn1c(=S)[nH]c2ccc(Br)cc2c1=O	-24	-1
Cc1c(O)c2cccnc2[nH]c1=O	2	16
CC(C)CC1(C(=O)NCCc2c[nH]c3ccccc23)C=CCN1C(=O)c1ccccc1 (centres undefined)	-19	27

Rows were taken by chance, and some 2% of all compounds hit somewhere here.
